PMI inhibition = human PMI inhibitors, high substrate, primary screen, biochemical, fluorescence intensity, high mannose 6-phosphate (AID 1220); recombinant PMI enzyme, coupled fluorescence intensity; higher % means a stronger effect; inhibition, % at 20 µM, or IC50 in µM where a hit was titrated; actives 0.66% (n = 190,000)
WT yeast gro inh = growth inhibition of WT yeast, mitochondrial fusion screen; actives 2.1% (n = 190,000); AID 1362; mitochondrial fusion phenotypic screen, WT strain; inhibition, % at 10 µM; in the data active = inhibition above about 58%; tested in S. cerevisiae
K1F lysis inhibition = protection from phage-mediated lysis, alamar blue read-out – E. coli UTI89, K1F phage, bacterial capsule biogenesis inhibitors (AID 488966); E. coli UTI89 K1F phage lysis, alamar blue, 2 h; higher % means a stronger effect; one-dose inhibition, % at 100 µM; IC50 in µM for titrated hits; actives 0.02% (n = 340,000);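 active = phage lysis inhibition, versus mean bacterial control, above a set limit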;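 note: capsule biogenesis inhibitors block K1F phage lysis so surviving cells raise fluorescence; higher fluorescence means more inhibition of phage lysis; actives were called in the ten point dose series up to 300 µM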
human PMI inhibition = MPI enzyme activity inhibition – biochemical, fluorescence intensity, coupled assay, primary screen (AID 1209). purified PMI enzyme, coupled fluorescence intensity; higher % means a stronger effect. inhibition, % at 20 µM; hits with a dose series show IC50 in µM. actives 0.42% (n = 190,000);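 note: plate controls were DMSO vehicle for no effect and wells lacking substrate for full effect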
TNAP activation fold = stimulation of alkaline phosphatase TNAP activity – biochemical, luminescent, no phosphate acceptor, uHTS, primary screen (AID 1001) | purified TNAP, luminescent activation assay, no phosphate acceptor; higher activation fold means a stronger effect | activation fold at 20 µM; hits with a dose series show EC50 in µM | actives 0.03% (n = 200,000); in the data active = activation fold from about 3, or a potency from the dose series; inactive = the rest, 99 in 100 with activation fold below about 1.6; note: many of its hits are not listed in these tables
Hep lipid drop = modulators of hepatic lipid droplet formation. AML12 mouse hepatocytes, oleate lipid droplets, BODIPY imaging. inhibition, % at 6.5 µM. actives 0.4% (n = 240,000);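 active = lipid droplet intensity inhibited by at least 50%, with more than 500 cells counted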
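material = mouse AML12 hepatocyte cell line, fixed after treatment | also added = 100 µM oleic acid challenge | doses = compound at 6.5 µM only | schedule = overnight exposure | technique = Image-based BODIPY and DAPI two-channel analysis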
M1AAP inhibition = malaria alanyl aminopeptidase activity blockers – biochemical, fluorogenic H-Leu-NHMec substrate, 1536-well (AID 1445) | actives 0.42% (n = 220,000) | recombinant M1AAP, H-Leu-NHMec fluorogenic kinetic assay; higher % means a stronger effect | inhibition, % at 30 µM; hits with a dose series show IC50 in µM;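 active = primary inhibition above the hit cutoff, then over 50% inhibition at one or more dose response concentrations, cut at about 23% in these data, passing the limit was not always enough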;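 note: plate controls were DMSO full reaction for no effect and no enzyme background for full effect; strong numbers were not always called active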
ER stress rescue = protection against thapsigargin-triggered cell killing – 384-well, CSM14.1, ATP luminescence, primary screen (AID 1222); CSM14.1 thapsigargin-induced death rescue, ATP luminescence; higher % means a stronger effect; one-dose cellular ATP content (survival), % at 20 µM; EC50 in µM for titrated hits; 190,000 tested, under 10 active;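 active = EC50 below 50 µM in the dose-response confirmation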;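 note: death triggered by thapsigargin at about 15 µM added after 2 h compound pretreatment; cell ATP read after overnight thapsigargin exposure of roughly 18 to 22 hours; normalized against plate controls of thapsigargin alone and 5% DMSO vehicle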
Myeloid diff MLP = myeloid differentiation induction | ER-HoxA9 myeloid progenitors, lysozyme-GFP differentiation, flow cytometry | calls only at 10 µM | actives 1% (n = 360,000) | AID 624256;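 active = normalized GFP-positive differentiation at or above the plate's own cutoff, the solvent-only control mean plus 3 SD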;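 note: cells exposed to compound for four days before flow analysis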
WT yeast gro inh mutant strain = recorded beside WT yeast gro inh, whose call it bears; inhibition, %; mitochondrial fusion phenotypic screen, mutant strain inhibition
Hep lipid drop cells 6.5 µM = second read-out of Hep lipid drop, no call of its own (marks repeat the call); cell count; measured here: cell count, cytotoxicity flag;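 cells counted across two imaged fields per well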
Myeloid diff MLP GFP+ MAC1+ % = also measured in Myeloid diff MLP; calls as there; GFP+ MAC1+ double positive, %; measured here: differentiation confirmed by MAC1 staining
Starred values were filed as active, the others as inactive; [ ] = another dose, or the depositor's remark. Cut-off read from the data, not from the text of the source, unless noted: active = inhibition above about 50%; inactive = the rest.

Screening NNS(=O)(=O)c1ccc(Cc2ncc(C(F)(F)F)cc2Cl)s1 returned PMI inhibition -23%, WT yeast gro inh -9, K1F lysis inhibition 14%, human PMI inhibition -16%, TNAP activation fold 1.1, Hep lipid drop -9, M1AAP inhibition 1%, ER stress rescue -1.7%, Myeloid diff MLP inactive, WT yeast gro inh mutant strain 4, Hep lipid drop cells 6.5 µM 717 and Myeloid diff MLP GFP+ MAC1+ % 0.8.
Screening COc1ccc(Oc2c(Cl)cnn(-c3ccccc3)c2=O)cc1 returned PMI inhibition 5%, WT yeast gro inh -8, K1F lysis inhibition 1.0%, human PMI inhibition 1%, TNAP activation fold 1, M1AAP inhibition 3%, ER stress rescue -0.2%, Myeloid diff MLP inactive, WT yeast gro inh mutant strain 8 and Myeloid diff MLP GFP+ MAC1+ % 0.2.
For COc1cc(/C=C(\NC(C)=O)C(=O)Nc2ccc(NC(C)=O)cc2)ccc1OC(C)=O the results were PMI inhibition -3%, WT yeast gro inh 0, K1F lysis inhibition 2.9%[50 µM], human PMI inhibition -3%, TNAP activation fold 1, Hep lipid drop -2, M1AAP inhibition 1%, ER stress rescue -0.8%, Myeloid diff MLP inactive, WT yeast gro inh mutant strain 5, Hep lipid drop cells 6.5 µM 670 and Myeloid diff MLP GFP+ MAC1+ % 1.7.
Screening CCOc1cc(NC(=S)NCC2CCCO2)c(OCC)cc1NC(=O)c1cccc(F)c1 (stereo unspecified) returned PMI inhibition 54%*, WT yeast gro inh 6, K1F lysis inhibition 0.3%, human PMI inhibition 22%, TNAP activation fold 1, Hep lipid drop -3, M1AAP inhibition 10%, ER stress rescue 0.0%, Myeloid diff MLP inactive, WT yeast gro inh mutant strain 20, Hep lipid drop cells 6.5 µM 746 and Myeloid diff MLP GFP+ MAC1+ % 0.4.
Screening COc1cc(CNn2cn[nH]c2=S)cc(Cl)c1OCc1ccccc1 returned PMI inhibition 4%, WT yeast gro inh 31, K1F lysis inhibition 6.2%, human PMI inhibition 5%, TNAP activation fold 0.9, M1AAP inhibition 1%, ER stress rescue -4.3%, Myeloid diff MLP inactive, WT yeast gro inh mutant strain 27 and Myeloid diff MLP GFP+ MAC1+ % 1.3.
For O=C(NCc1cccnc1)C1CC(=O)N(C2CCCCC2)C1 (stereo unspecified) the results were PMI inhibition -9%, WT yeast gro inh -2, K1F lysis inhibition 3.1%, human PMI inhibition -6%, TNAP activation fold 1.1, M1AAP inhibition 10%, ER stress rescue -2.1%, Myeloid diff MLP inactive, WT yeast gro inh mutant strain -3 and Myeloid diff MLP GFP+ MAC1+ % 9.6.
Screening Nn1c(Cc2ccccc2F)nnc1SCCOc1ccc(Cl)cc1 returned PMI inhibition 1%, WT yeast gro inh 22, K1F lysis inhibition 0.3%, human PMI inhibition 4%, TNAP activation fold 1, Hep lipid drop 2, M1AAP inhibition -1%, ER stress rescue -2.3%, Myeloid diff MLP inactive, WT yeast gro inh mutant strain 9, Hep lipid drop cells 6.5 µM 631 and Myeloid diff MLP GFP+ MAC1+ % 0.2.
For Cc1ccc(/C=N/N=C/c2ccc(C)cc2)cc1 the results were PMI inhibition -3%, WT yeast gro inh -6, K1F lysis inhibition 0.3%, human PMI inhibition -13%, TNAP activation fold 1, Hep lipid drop 14, M1AAP inhibition 3%, ER stress rescue -1.6%, Myeloid diff MLP inactive, WT yeast gro inh mutant strain -15, Hep lipid drop cells 6.5 µM 605 and Myeloid diff MLP GFP+ MAC1+ % 0.4.
For CC(CC(=O)Nc1ccc(Cl)c([N+](=O)[O-])c1)c1ccccc1 (stereo unspecified) the results were PMI inhibition 7%, WT yeast gro inh 80*, K1F lysis inhibition 9.7%, human PMI inhibition 2%, TNAP activation fold 1, M1AAP inhibition 6%, ER stress rescue -1.7%, Myeloid diff MLP inactive, WT yeast gro inh mutant strain 68* and Myeloid diff MLP GFP+ MAC1+ % 0.3.
`Cc1ccc(-c2nsc(SCC(=O)Nc3ccc4c(c3)OCO4)n2)cc1` gave PMI inhibition 9%, WT yeast gro inh -1, K1F lysis inhibition 4.7%, human PMI inhibition 11%, TNAP activation fold 1.2, Hep lipid drop 4, M1AAP inhibition -4%, ER stress rescue -0.6%, Myeloid diff MLP inactive, WT yeast gro inh mutant strain -11, Hep lipid drop cells 6.5 µM 633 and Myeloid diff MLP GFP+ MAC1+ % 0.4.
For CCOc1ccc(-n2c(=O)c3c(C)c(C(=O)N(C)C)sc3n(CC(=O)Nc3ccccc3F)c2=O)cc1 the results were PMI inhibition -7%, WT yeast gro inh -23, K1F lysis inhibition -1.5%, human PMI inhibition -7%, TNAP activation fold 1.1, Hep lipid drop 6, M1AAP inhibition 4%, ER stress rescue -12%, Myeloid diff MLP inactive, WT yeast gro inh mutant strain -51, Hep lipid drop cells 6.5 µM 744 and Myeloid diff MLP GFP+ MAC1+ % 0.8.
`CCC(C)(C(=O)Nc1c(C)cccc1C)N(C)C(=O)c1ccc2ccccc2n1` (stereo unspecified) gave K1F lysis inhibition 0.0%, Hep lipid drop -14, M1AAP inhibition 11%, Myeloid diff MLP inactive, Hep lipid drop cells 6.5 µM 718 and Myeloid diff MLP GFP+ MAC1+ % 0.1.
For Cn1c(CN2CCCC2)nc2cc(NC(=O)C3CCCCC3)ccc21 the results were PMI inhibition -4%, WT yeast gro inh 2, K1F lysis inhibition 4.7%, human PMI inhibition -9%, TNAP activation fold 1, M1AAP inhibition 1%, ER stress rescue -0.5%, Myeloid diff MLP inactive, WT yeast gro inh mutant strain 2 and Myeloid diff MLP GFP+ MAC1+ % 1.7.
Screening O=C(CN1CCCCCCC1)N/N=C/c1ccc(F)cc1F returned PMI inhibition -16%, WT yeast gro inh -3, K1F lysis inhibition 4.7%, human PMI inhibition -12%, TNAP activation fold 1, Hep lipid drop 11, M1AAP inhibition 4%, ER stress rescue -2.2%, Myeloid diff MLP inactive, WT yeast gro inh mutant strain 18, Hep lipid drop cells 6.5 µM 610 and Myeloid diff MLP GFP+ MAC1+ % 0.3.
`C=CCn1c(C)cc(C(=O)Cn2c(C(C)O)nc3ccccc32)c1C` (stereo unspecified) gave PMI inhibition 4%, WT yeast gro inh -30, K1F lysis inhibition 0.0%, human PMI inhibition -8%, TNAP activation fold 1.1, Hep lipid drop -5, M1AAP inhibition -5%, ER stress rescue 1.9%, Myeloid diff MLP inactive, WT yeast gro inh mutant strain 3, Hep lipid drop cells 6.5 µM 699 and Myeloid diff MLP GFP+ MAC1+ % 1.3.
`COc1ccc(CC(=O)O/N=C(\N)c2ccc(OC)cc2)cc1` gave K1F lysis inhibition 0.3%, Hep lipid drop -6, M1AAP inhibition 4%, Myeloid diff MLP inactive, Hep lipid drop cells 6.5 µM 688 and Myeloid diff MLP GFP+ MAC1+ % 0.6.
`CN(Cc1cccs1)CC(O)COCc1ccco1` (stereo unspecified) gave PMI inhibition 2%, WT yeast gro inh -10, K1F lysis inhibition 0.2%, human PMI inhibition 4%, TNAP activation fold 1.1, Hep lipid drop -3, M1AAP inhibition 1%, ER stress rescue -2.7%, Myeloid diff MLP inactive, WT yeast gro inh mutant strain 8, Hep lipid drop cells 6.5 µM 712 and Myeloid diff MLP GFP+ MAC1+ % 0.7.
`O=C(O)c1ccc(/C=N/Nc2nnnn2-c2ccccc2)cc1` gave PMI inhibition 3%, WT yeast gro inh 4, K1F lysis inhibition 2.0%[50 µM], human PMI inhibition -2%, TNAP activation fold 1.1, Hep lipid drop -4, M1AAP inhibition 2%, ER stress rescue -0.6%, Myeloid diff MLP inactive, WT yeast gro inh mutant strain -1, Hep lipid drop cells 6.5 µM 632 and Myeloid diff MLP GFP+ MAC1+ % 0.3.
Cc1ccc(-n2nc3ccc(NC(=O)C(C)C)cc3n2)cc1 was read as PMI inhibition 13%, WT yeast gro inh 11, K1F lysis inhibition 4.7%, human PMI inhibition 0%, TNAP activation fold 1.1, Hep lipid drop 20, M1AAP inhibition 1%, ER stress rescue -0.1%, Myeloid diff MLP inactive, WT yeast gro inh mutant strain 2, Hep lipid drop cells 6.5 µM 615 and Myeloid diff MLP GFP+ MAC1+ % 0.2.
CCOC(=O)N1CCN(C(=O)c2ccc(N(C)S(C)(=O)=O)cc2)CC1 was read as PMI inhibition 8%, WT yeast gro inh -14, K1F lysis inhibition 0.2%, human PMI inhibition 9%, TNAP activation fold 1.1, Hep lipid drop 2, M1AAP inhibition 0%, ER stress rescue 0.6%, Myeloid diff MLP inactive, WT yeast gro inh mutant strain -39, Hep lipid drop cells 6.5 µM 709 and Myeloid diff MLP GFP+ MAC1+ % 0.8.
C=COC(=O)CSc1nc(-c2cccs2)ccc1C#N was read as PMI inhibition 14%, WT yeast gro inh 5, K1F lysis inhibition -1.8%, human PMI inhibition 2%, TNAP activation fold 1.1, M1AAP inhibition 20%, ER stress rescue -0.7%, Myeloid diff MLP inactive, WT yeast gro inh mutant strain 8 and Myeloid diff MLP GFP+ MAC1+ % 4.9.
COC(=O)c1cc(NC(=S)Nc2cc(Cl)cc(Cl)c2)cc(C(=O)OC)c1 was read as PMI inhibition 1%, WT yeast gro inh 77*, K1F lysis inhibition 0.5%, human PMI inhibition 3%, TNAP activation fold 0.9, Hep lipid drop -44, M1AAP inhibition -1%, ER stress rescue 3.0%, Myeloid diff MLP inactive, WT yeast gro inh mutant strain 61*, Hep lipid drop cells 6.5 µM 718 and Myeloid diff MLP GFP+ MAC1+ % 0.6.

2 records picked at random from the list so far, as already listed:
For Cn1c(CN2CCCC2)nc2cc(NC(=O)C3CCCCC3)ccc21 the results were PMI inhibition -4%, WT yeast gro inh 2, K1F lysis inhibition 4.7%, human PMI inhibition -9%, TNAP activation fold 1, M1AAP inhibition 1%, ER stress rescue -0.5%, Myeloid diff MLP inactive, WT yeast gro inh mutant strain 2 and Myeloid diff MLP GFP+ MAC1+ % 1.7.
`O=C(O)c1ccc(/C=N/Nc2nnnn2-c2ccccc2)cc1` gave PMI inhibition 3%, WT yeast gro inh 4, K1F lysis inhibition 2.0%[50 µM], human PMI inhibition -2%, TNAP activation fold 1.1, Hep lipid drop -4, M1AAP inhibition 2%, ER stress rescue -0.6%, Myeloid diff MLP inactive, WT yeast gro inh mutant strain -1, Hep lipid drop cells 6.5 µM 632 and Myeloid diff MLP GFP+ MAC1+ % 0.3.

From PubChem
